p53ts 39C kill = kills p53ts cells at the nonpermissive temperature; H1299-p53A138V viability at 39C, ATP luminescence, 24 h; Potency, µM (doses to about 46.1 µM), inactives show top-dose activity change, negative = cell killing, hits mostly cytotoxic; 130,000 tested, 1.5% active; further: nearly all actives have a fitted effect of over 55% in size
p53ts 32C tox = kills p53ts cells at the permissive temperature | H1299-p53A138V at 32C, ATP luminescence viability, 24 h | Potency, µM (highest dose often 46.1 µM), inactives show at the highest dose activity change, negative = cytotoxicity, usual class: cytotoxic | 130,000 tested, 0.93% active | AID 924;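 further: 0% = DMSO and -100% = full killing by reference compound; nearly all actives have a fitted effect of over 55% in size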
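Viability by ATPlite luminescence after 24 h compound treatment (up to 46 uM) at the permissive 32C. Cells are H1299 carrying p53 A138V. Scale runs from DMSO basal to 100 uM tamoxifen as full kill; AC50 from Hill fits.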
Peg3 imprint = genomic imprint erasure induction; Potency, µM (highest dose often 60.7 µM), inactives show at the top dose activity change, positive = activation, actives largely listed as activators; mouse ES Peg3-LacZ reporter, beta-gal luminescence, 40 h; AID 1948; 110,000 tested, 0.02% active;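 further: 0% = negative control wells on the plate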
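Imprint erasure is scored as LacZ activity from the silenced maternal Peg3 allele in feeder-free female ES cells cultured 40 h with LIF. Luminescence is normalized to in-plate negative controls and fitted to the Hill equation.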
IkB signaling = suppresses IkB signaling in ABC-DLBCL reporter cells; ABC-DLBCL IkBa-CBG/CBR dual luciferase ratio, 4 h; response scale: scaled: untreated 0%, proteasome inhibitor 100%; Potency, µM (top dose mostly 57.1 µM), without a hit: at the highest dose IkBa stabilization activation; 110,000 tested, 0.04% active; AID 445; active means well fitted curve in the direction sought with a large enough effect in the signal ratio, not every such curve was filed as active; inconclusive means small, poorly fitted or top-dose-only effect, or a change in a side signal; the % refers to the signal ratio;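 further: the direction sought is a rising ratio; 0% = basal untreated cells and 100% = reference inhibitor full response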
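Luminescence ratio of IκBα-fused green versus native red beetle luciferase in OCI-Ly3 cells, 4 h post-doxycycline with compound; red signal alone, scaled from basal (0%) to zero light (-100%), flagged nonspecific or cytotoxic effects.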
Numbers without * were called inactive; ? = inconclusive; nt = not tested or not shown; [ ] = dose if it differs, or a comment. Unless noted, the call rests on the fitted dose curve; in most records, active means well fitted curve in the direction sought with a large enough effect; inconclusive means small, poorly fitted or top-dose-only effect, or another doubt; inactive means no such curve, though single readings can be large; an effect the other way counts as inactive or inconclusive. Unless noted, on the % scale 0 is the no-effect control and ±100 the full control effect; potency means the concentration at half of the fitted maximal effect.

SMILES | p53ts 39C kill | p53ts 32C tox | Peg3 imprint | IkB signaling
O=C1NCCCC1C(=O)N1CCN(C(=O)c2ccco2)CC1 (stereo not drawn) | -1% | -1% | 1% | -1.5%
N=c1c(C(=O)NCc2ccc(F)cc2)cc2c(=O)n3ccccc3nc2n1CC1CCCO1 (stereo not drawn) | 6% | -4% | -5% | -2.2%
CC(C)c1ccc(C2c3c(-c4ccccc4O)n[nH]c3C(=O)N2CCc2ccccc2)cc1 (stereo not drawn) | 25µM* | -11% | -8%[10.9 µM] | ?
O=C(NCCc1ccc(Cl)cc1)C1CCN(S(=O)(=O)c2ccc(-n3cnnn3)cc2)CC1 | -7% | -9% | -12% | 1.8%
Cc1nc2ccc(S(=O)(=O)N(CC(=O)Nc3ccc(F)cc3F)Cc3ccccc3)cc2s1 | -14% | 1% | -8%[10.9 µM] | ?
CN(CCNC(=O)C1CC(=O)N(c2ccc(F)c(Cl)c2)C1)Cc1ccccc1 (stereo not drawn) | -8% | -10% | -21% | 0.9%
COC(=O)C1=C(C)OC(N)=C(C#N)C1c1ccccc1 (stereo not drawn) | 1% | -22% | nt | 1.9%
c1ccc(Oc2cc(-n3cccn3)ncn2)cc1 | -8% | -14% | -48%[inhibitor] | -3.5%
CC(C)c1ccc(NC(=O)C(c2ccccc2)N2CCN(C(=O)c3ccco3)CC2)cc1 (stereo not drawn) | 13% | 28% | -15% | ?
CCCn1c(N)c(C(=O)COC(=O)c2c(C)noc2C)c(=O)n(C)c1=O | 0% | 2% | -16% | 1.2%

Compounds listed so far that contain a furan ring, fused or not, in the order listed:
SMILES | p53ts 39C kill | p53ts 32C tox | Peg3 imprint | IkB signaling
O=C1NCCCC1C(=O)N1CCN(C(=O)c2ccco2)CC1 (stereo not drawn) | -1% | -1% | 1% | -1.5%
CC(C)c1ccc(NC(=O)C(c2ccccc2)N2CCN(C(=O)c3ccco3)CC2)cc1 (stereo not drawn) | 13% | 28% | -15% | ?

(listing goes on)
SMILES | p53ts 39C kill | p53ts 32C tox | Peg3 imprint | IkB signaling
CCn1c(SCC(=O)N2CCc3ccccc3C2)nc2sc(C)c(C)c2c1=O | 3% | 16% | nt | nt
COc1ccc(N(CC(=O)N2CCc3ccccc3C2)S(=O)(=O)c2ccc(C)cc2)cc1Cl | 2% | 6% | -11%[10.9 µM] | ?
O=C(COC(=O)c1ccccn1)NCCCc1ccccc1 | -15% | 1% | 19% | 1.0%
COc1cccc(-c2csc(N3CCN(C(=O)C4CCCCC4)CC3)n2)c1 | -9% | ? | -8% | ?
CCOc1ccc(C(c2c(O)cc(C)n(Cc3ccco3)c2=O)N2CCN(c3ccccc3)CC2)cc1 (stereo not drawn) | -15% | 9% | -11%[10.9 µM] | 4.1%
Oc1ccccc1CNCc1ccccc1O | 2%[9.22 µM] | -4%[9.22 µM] | -27%[10.9 µM] | 0.8%[11.4 µM]
COc1ccc(-c2nc3c(c(SCC(=O)Nc4cc(C)cc(C)c4)n2)Cc2c(CO)cnc(C)c2O3)cc1 | -16% | 0% | -15%[10.9 µM] | -2.5%
O=C(Nc1ncc(Br)s1)C1CCCN1S(=O)(=O)c1cccc2cccnc12 (stereo not drawn) | -12% | -9% | -5% | 13%
O=C(CCn1c(=O)[nH]c2ccsc2c1=O)N1CCN(c2cccc(Cl)c2)CC1 | -8% | 9% | 1% | ?
COc1ccc(-c2nc3cnc(N4CCN(C)CC4)nc3n(Cc3cccs3)c2=O)cc1 | 2% | 2% | 6% | -2.3%[11.4 µM]
O=C1N(c2cccc(Cl)c2)C(c2ccc(Cl)cc2)N2CCCN12 (stereo not drawn) | -20% | 3% | nt | nt
CO[C@@H]1/C=C\CC(=O)N[C@@H](C)C(=O)OC[C@H](NS(=O)(=O)c2ccc(C)cc2)[C@H](C)/C=C\CC(=O)OC[C@H]1C | 9%[9.22 µM] | 3%[9.22 µM] | nt | nt
O=C(CCn1cnc2onc(-c3ccc(F)cc3)c2c1=O)N1CCN(c2ccccc2F)CC1 | -6% | -4% | -3%[10.9 µM] | ?
CCOC(=O)c1c(N)sc(C(=O)N2CCCC2)c1C | -3% | -4% | -6% | 0.0%
CC(C)c1ccc(NC(=O)C2CCC(CNS(=O)(=O)c3ccc4c(c3)CCCC(=O)N4)CC2)cc1 (stereo not drawn) | -20% | -3% | -10%[10.9 µM] | ?
Cc1nn(C(C)C(=O)N2CCCCC2)c(=O)c2c1sc1ccccc12 (stereo not drawn) | 2% | 5% | nt | nt
COc1ccccc1Nc1c2c(nc3ccc(NC(=O)/C=C/c4cc(OC)c(OC)c(OC)c4)cc13)CCCC2 | 16µM* | ? | -38%[inhibitor][10.9 µM] | ?
COc1ccc(C)cc1S(=O)(=O)N1CCN(S(=O)(=O)c2cc(C)ccc2OC)CC1 | -8% | -1% | -18% | 1.3%
CCOCCCNC(=O)C(c1ccc(C)cc1)N1CCOCC1 (stereo not drawn) | 14% | 14% | 0% | -1.5%
CCc1ccc(CNC(=O)c2cnc3c(C)cccn3c2=O)cc1 | -4% | -3% | 3%[10.9 µM] | -0.8%

Profiles, quoted from the list.
Entry for COc1ccc(C)cc1S(=O)(=O)N1CCN(S(=O)(=O)c2cc(C)ccc2OC)CC1 = p53ts 39C kill = -8%; p53ts 32C tox = -1%; Peg3 imprint = -18%; IkB signaling = 1.3%
Entry for CO[C@@H]1/C=C\CC(=O)N[C@@H](C)C(=O)OC[C@H](NS(=O)(=O)c2ccc(C)cc2)[C@H](C)/C=C\CC(=O)OC[C@H]1C = p53ts 39C kill = 9%[9.22 µM]; p53ts 32C tox = 3%[9.22 µM]; Peg3 imprint = nt; IkB signaling = nt

(listing goes on)
SMILES | p53ts 39C kill | p53ts 32C tox | Peg3 imprint | IkB signaling
CCOP(=O)(CC(C(C)=O)C(O)c1ccccc1)OCC (stereo not drawn) | -3%[9.22 µM] | 0%[9.22 µM] | nt | nt
CCC1CCCCN1C(=O)CSc1nnc(-c2ccc3c(c2)OCCO3)o1 (stereo not drawn) | -29% | -28% | -13% | ?
Cc1ccc(CNC(=O)c2ccc3c(c2)nc(C)n3-c2cc(C)cc(C)c2)cc1 | 5% | 22% | -13%[10.9 µM] | ?
c1ccc(C2=NC(c3ccccc3)N=C(c3ccccc3)N2)cc1 | 6% | 12% | nt | nt
CCOc1cc(C(=O)OCc2cc(=O)n3nc(C4CC4)sc3n2)cc(OCC)c1OCC | ? | -3% | -15%[10.9 µM] | ?
CCOc1ccccc1Nc1nc(N)nc(CSc2nncn2C)n1 | 8% | 5% | 1% | -1.4%
CCSc1nc2n(n1)C(c1ccc(C(=O)O)cc1)C(C(=O)Nc1ccccc1C)=C(C)N2 (stereo not drawn) | -12% | 5% | -5%[10.9 µM] | 0.9%
CC1CCCCC1NC(=O)C1CCN(S(=O)(=O)N2CCCCCC2)CC1 (stereo not drawn) | 10% | -4% | -12% | 0.9%
CN1CCN(C(=O)C2CCN(S(=O)(=O)c3ccc4c(c3)oc(=O)n4C)CC2)CC1 | -5% | 1% | 13% | 0.6%
CC(=O)c1ccc(NS(=O)(=O)c2ccc3c(c2)NC(=O)CCS3)cc1 | 4% | 0% | -6%[10.9 µM] | 7.8%
c1ccc(CCCNc2ncnc3nc[nH]c23)cc1 | -2% | -3% | -15% | 0.2%
C=C(C)Cn1c(SCC(=O)Nc2cccc(Cl)c2)nc2sc3c(c2c1=O)CCCC3 | -4% | 2% | -9%[10.9 µM] | 3.5%
Cc1cccc(OCc2nnc(SCC(=O)NCCc3ccccc3)o2)c1 | 8% | 6% | -15% | 6.5%
COc1ccc(NC(=O)CCCc2nnc3n(C(C)C)c(=O)c4sccc4n23)cc1Cl | 31%[activator] | 1% | -11%[10.9 µM] | 0.4%
COc1ccc(-c2cc(-c3ccccc3)nc(SCC(=O)Nc3ccccc3F)c2C#N)cc1 | -8% | -1% | 3%[10.9 µM] | -5.5%
Cc1onc(-c2ccncc2)c1C(=O)O | -3% | 3% | -5% | 0.1%
CC1CC(C)CN(S(=O)(=O)c2ccc(C(=O)Nc3nnc(-c4cccs4)o3)cc2)C1 (stereo not drawn) | 16µM* | 6% | -32%[inhibitor] | 6.3%
CCCN(CCC)S(=O)(=O)c1ccc2c(c1)N(CC(=O)NCc1ccc(F)cc1Cl)C(=O)CS2 | 1% | 16% | 21%[10.9 µM] | 0.4%
c1ccc(OCCCCn2cnc3ccccc32)cc1 | 1% | -7% | -24% | 0.0%
NC(=O)C1CCN(C(=O)c2ccc3c(c2)N(Cc2cccc(Cl)c2)C(=O)c2ccccc2S3(=O)=O)CC1 | 12% | 11% | 13%[10.9 µM] | 3.0%
COc1ccc(C2=NC3(CCCCCC3)N(CC(=O)Nc3cccc(Cl)c3)C2=O)cc1 | -14% | 1% | -7%[10.9 µM] | ?
COc1ccc(N2C(=O)CSC2c2ccc3c(c2)OCO3)c(OC)c1 (stereo not drawn) | -14% | -6% | 0% | -0.2%
CC(C)OCCCNC(=O)c1cn(C)c2ccc(S(=O)(=O)N3CCCCCC3)cc2c1=O | 7% | 7% | -6%[10.9 µM] | -0.1%
CC1=C(C(=O)Nc2ccccc2C)C(c2ccco2)n2ncnc2N1 (stereo not drawn) | -20% | -15% | 11%[10.9 µM] | 1.6%
CCc1cc2cc3c(cc2nc1SCC(=O)Nc1cc(C)on1)OCO3 | -29% | ? | -10% | 0.5%
CCOC(=O)c1c(NC(C)=O)sc2c(O)cccc12 | 3% | 4% | 1% | 1.5%
COc1ccc(N=C/C=C2\C=C(c3ccccc3)OC(C)(C)O2)cc1 | -5% | 5% | nt | nt
CCCCNC(=O)C1CCCN1C(=O)NC1CCCCC1 (stereo not drawn) | 0% | -2% | nt | nt
COCC(=O)Nc1c(C(=O)Nc2ccc(C)cc2)oc2ccccc12 | -17% | -12% | 5%[10.9 µM] | 0.5%
O=C(Cc1ccccc1)N1CCC(c2nc3ccccc3[nH]2)CC1 | -5% | -1% | -6% | -0.9%
COc1ccc(N2CCN(Cc3cc(=O)oc4c3ccc3ccccc34)CC2)cc1 | 3% | 8% | -11% | 5.6%

Taken from above:
COc1ccc(N2C(=O)CSC2c2ccc3c(c2)OCO3)c(OC)c1 (stereo not drawn) in p53ts 32C tox = -6%
COCC(=O)Nc1c(C(=O)Nc2ccc(C)cc2)oc2ccccc12 in IkB signaling = 0.5%
CC1=C(C(=O)Nc2ccccc2C)C(c2ccco2)n2ncnc2N1 (stereo not drawn) in p53ts 39C kill = -20%
COc1ccc(N2CCN(Cc3cc(=O)oc4c3ccc3ccccc34)CC2)cc1 in p53ts 32C tox = 8%
CCCCNC(=O)C1CCCN1C(=O)NC1CCCCC1 (stereo not drawn) in p53ts 32C tox = -2%

Source: PubChem
